Screens from PubChem.
KB-V1 MDR tox: kills drug-selected multidrug resistant KB-V1 cells; 3.4% of 400,000 active; AID 1347076; Potency, µM (doses to about 46.1 µM), inactives show at the highest dose activity change, negative = cytotoxicity, hits mostly cytotoxic; KB-V1 MDR cells viability, CellTiter-Glo, 72 h; further: potency means the concentration at half of the fitted maximal effect; on the % scale 0 is the no-effect control and ±100 the full control effect; nearly all actives have a fitted effect of over 60% in size
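Compound-treated KB-V1 multidrug-resistant cells, 72 h, 37 degrees C; viability by CellTiter-Glo. Fitted qHTS curves give the values.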
MCF10A rereplic: DNA re-replication induction in MCF 10a cells; Potency, µM (titrated, usually from 46.1 µM), inactives show at the top dose activity, positive = re-replication, hits mostly activators; MCF 10A DNA re-replication, Hoechst nuclear intensity, 48 h; AID 624296; 2.9% of 350,000 active; further: potency means the concentration at half of the fitted maximal effect; % of control where 0% means no effect; nearly all actives have a fitted effect of over 50% in size
ATXN2 expr inh: ATXN2 expression inhibition; 0.72% of 360,000 active; AID 1745845; HEK-293 ATXN2-luciferase reporter, luminescence, 24 h; Potency, µM (doses to about 57 µM), for inactives: at the top dose activity change, negative = inhibition, actives largely listed as inhibitors; further: potency means the concentration at half of the fitted maximal effect; on the % scale 0 is the no-effect control and ±100 the full control effect; nearly all actives have a fitted effect of over 55% in size
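qHTS (up to 57 uM final) was run with 24 h compound exposure of reporter cells at 37 °C. Each well was multiplexed: SteadyGlo luminescence measured ATXN2-luciferase expression after a fluorogenic Gly-Phe-AFC viability readout (25 uM final).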
KB-3-1 cytotox: kills parental KB-3-1 adenocarcinoma cells; 1.4% of 400,000 active; KB-3-1 viability, CellTiter-Glo ATP luminescence, 72 h; AID 1347075; Potency, µM (titrated, usually from 46.1 µM), inactives show at the top dose activity change, negative = cytotoxic, most hits filed as cytotoxic; further: potency means the concentration at half of the fitted maximal effect; on the % scale 0 is the no-effect control and ±100 the full control effect; nearly all actives have a fitted effect of over 60% in size
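Luminescent ATP read-out (CellTiter-Glo) measures survival of drug-naive KB-3-1 cells after 72 h compound exposure at 37 °C. Titration series was screened from lowest to highest concentration, with DMSO vehicle plates as background controls.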
HT1080 IDH1KD tx: toxicity to HT-1080 IDH1 knockdown cells (counter line) | HT-1080 IDH1 knockdown viability, ATP luminescence, 48 h | 2% of 360,000 active | Potency, µM (titrated, usually from 46.1 µM), without a hit: at the top dose activity, negative = toxicity, hits mostly cytotoxic;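 further: potency means the concentration at half of the fitted maximal effect; 0% = DMSO wells and -100% = cell-free medium wells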
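Knockdown cells (IDH1KD HT-1080) received compounds 2 h after plating at 750 cells/well and were kept 48 h at 37 °C in 5% FBS RPMI. A CellTiter-Glo luminescence read gave % activity for curve fitting.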
WRN inhibitor: blocks human WRN helicase; 0.46% of 360,000 active; AID 651768; Potency, µM (top dose mostly 114 µM), for inactives: top-dose activity change, negative = inhibition, usual class: inhibitors; Q14191; WRN helicase unwinding, fluorescent forked duplex, kinetic; further: potency means the concentration at half of the fitted maximal effect; on the % scale 0 is the no-effect control and ±100 the full control effect; nearly all actives have a fitted effect of over 55% in size
Target sequence (Q14191 whole entry, looked up): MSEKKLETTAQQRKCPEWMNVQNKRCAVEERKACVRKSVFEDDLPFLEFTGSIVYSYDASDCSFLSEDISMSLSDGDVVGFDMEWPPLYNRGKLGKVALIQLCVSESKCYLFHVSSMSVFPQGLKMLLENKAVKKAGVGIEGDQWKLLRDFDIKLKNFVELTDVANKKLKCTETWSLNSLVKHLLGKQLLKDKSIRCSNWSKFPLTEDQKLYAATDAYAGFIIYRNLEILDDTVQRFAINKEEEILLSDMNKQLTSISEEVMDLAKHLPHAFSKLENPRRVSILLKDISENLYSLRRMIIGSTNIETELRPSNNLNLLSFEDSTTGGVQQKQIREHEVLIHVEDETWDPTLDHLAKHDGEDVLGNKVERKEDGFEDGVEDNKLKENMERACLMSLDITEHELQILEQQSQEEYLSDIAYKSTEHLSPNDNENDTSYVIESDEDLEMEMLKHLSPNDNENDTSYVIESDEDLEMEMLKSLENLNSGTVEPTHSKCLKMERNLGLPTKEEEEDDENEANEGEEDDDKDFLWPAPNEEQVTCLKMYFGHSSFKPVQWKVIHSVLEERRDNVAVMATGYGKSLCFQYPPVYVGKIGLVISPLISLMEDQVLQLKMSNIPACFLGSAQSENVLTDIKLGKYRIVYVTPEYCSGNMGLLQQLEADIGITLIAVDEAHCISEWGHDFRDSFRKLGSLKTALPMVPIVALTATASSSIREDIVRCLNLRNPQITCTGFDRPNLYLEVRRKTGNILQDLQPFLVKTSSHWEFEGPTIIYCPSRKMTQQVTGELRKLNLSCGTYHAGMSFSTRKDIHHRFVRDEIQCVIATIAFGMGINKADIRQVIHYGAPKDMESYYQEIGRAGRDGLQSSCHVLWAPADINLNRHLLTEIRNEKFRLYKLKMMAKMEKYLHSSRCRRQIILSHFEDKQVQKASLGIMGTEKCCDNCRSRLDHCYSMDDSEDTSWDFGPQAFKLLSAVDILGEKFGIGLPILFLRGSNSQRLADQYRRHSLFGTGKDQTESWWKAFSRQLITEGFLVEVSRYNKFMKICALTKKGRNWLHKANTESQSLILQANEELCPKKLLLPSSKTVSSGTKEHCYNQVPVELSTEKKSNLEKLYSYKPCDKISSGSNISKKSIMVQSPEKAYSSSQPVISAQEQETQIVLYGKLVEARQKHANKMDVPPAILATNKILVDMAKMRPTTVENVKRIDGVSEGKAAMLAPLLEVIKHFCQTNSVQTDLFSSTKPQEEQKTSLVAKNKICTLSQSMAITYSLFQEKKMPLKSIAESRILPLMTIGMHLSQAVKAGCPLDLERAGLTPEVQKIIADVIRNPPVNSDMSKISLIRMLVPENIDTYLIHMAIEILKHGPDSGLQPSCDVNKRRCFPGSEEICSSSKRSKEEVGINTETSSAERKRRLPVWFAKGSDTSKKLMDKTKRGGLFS
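Enzyme (20 nM final) and test compound sit together 15 min at room temperature before substrate addition. Substrate is a single-forked duplex oligonucleotide (100 nM) labelled with fluorophore and quencher, with 2 mM ATP; helicase unwinding raises red fluorescence, read kinetically.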
SW480 rereplic: inducers of DNA re-replication in SW480 colon cancer cells | SW480 DNA re-replication, Hoechst DNA content imaging, 48 h | Potency, µM (highest dose often 46.1 µM), without a hit: top-dose re-replication activation, most hits filed as activators | 1.8% of 340,000 active; further: potency means the concentration at half of the fitted maximal effect; % of control where 0% means no effect; nearly all actives have a fitted effect of over 55% in size
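Per well, 250 cells were exposed to pinned compound for 48 hr. Nuclear DNA was visualised with Hoechst (40 min, 37 C) and total object intensity recorded by fluorescence scanning.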
IL-1B inflam inh: blocks inflammasome-driven IL-1 beta release. THP-1 LPS/ATP IL-1B secretion, AlphaLISA, 16 h; active compounds read low. activity change, % at 57.5 µM. 4.7% of 360,000 active; in the data active means activity change below about -50%; inconclusive means mostly about -30% to -49%; further: on the % scale 0 is the no-effect control and ±100 the full control effect
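Secreted IL-1B measured by AlphaLISA bead assay after 16 h compound exposure of THP-1 cells; compounds (final up to 57.5 uM) added 1 h before LPS (250 ng/mL) and ATP (1.25 mM) stimulation; lower signal means less secretion.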
HT1080NT lethal: kills 2HG-producing HT-1080-NT fibrosarcoma cells. HT-1080-NT fibrosarcoma viability, CellTiter-Glo ATP luminescence, 48 h. Potency, µM (top dose mostly 46.1 µM), for inactives: at the highest dose activity, negative = less viability, usual class: cytotoxic. 1.6% of 360,000 active. AID 686970;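 further: NT is the 2HG producing partner of a matched IDH1 knockdown line; potency means the concentration at half of the fitted maximal effect; 0% = DMSO-treated cells and -100% = media-only wells without cells; nearly all actives have a fitted effect of over 55% in size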
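Viability of the 2HG-overproducing fibrosarcoma line after 48 hours of compound exposure at 37 degrees C was determined by luminescence with CellTiter-Glo, and concentration-effect curves were then fitted and categorized.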
Starred values were filed as active, the others as inactive; u = inconclusive; x = no result given; & = joins results of further samples; [ ] = dose if it differs, or a comment. Unless noted, the call rests on the fitted dose curve; in most records, active means well fitted curve in the direction sought with a large enough effect; inconclusive means small, poorly fitted or top-dose-only effect, or another doubt; inactive means no such curve, though single readings can be large; an effect the other way counts as inactive or inconclusive.

SMILES	KB-V1 MDR tox	MCF10A rereplic	ATXN2 expr inh	KB-3-1 cytotox	HT1080 IDH1KD tx	WRN inhibitor	SW480 rereplic	IL-1B inflam inh	HT1080NT lethal
Cc1cccc(N/C(N)=N/c2nc3c(c(=O)[nH]2)CCCC3)c1	u	11%	1%	-13%	3%	9%	-2%	-3	7%
O=C(CSc1nnc(NC(=O)Cc2ccccc2)s1)NCc1ccco1	20%	2%	11%	3%	0%	-7%[57.1 µM]	-9%[1.84 µM]	21	0%
Cc1ccc(-n2cc(-c3ccccc3)[nH]c2=O)cc1F	-16%	1%	29%	11%	1%[9.24 µM]	-5%	-9%	18	0%
Nc1c(S(=O)(=O)c2cccs2)c2nc3ccccc3nc2n1CC1CCCO1 (configuration not stated)	9%	-2%	-6%	2%	-8%	-12%	6%	-29	2%[9.24 µM]
Cc1ccc(C)c(-n2nnnc2SCC(=O)Nc2cccc(-c3nnc4n3CCCCC4)c2)c1	-1%	10%	x	-17%	-4%	2%	-1%	-4	-1%
Cc1onc(-c2ccccc2)c1C(=O)Nc1sc2c(c1C#N)CCC2	4.6µM*	u	u	u	u	50µM*	u	33	13µM*
NC(Cc1ccc(C(F)(F)F)cc1)c1csc(Nc2ccc(S(N)(=O)=O)cc2)n1 (configuration not stated)	-2%	x	u	0%	u	-8%	x	u	21µM*
Cn1c(N)c(C(=O)COC(=O)Cc2cccs2)c(=O)n(C)c1=O	-1%	-2%	13%	0%	26%	-3%	2%	41	7%
COc1ccc(NC(=O)/C=N/O)cc1	1%	-7%	-5%	-3%	7%	7%	-8%	20	-13%
CCCCn1c(=O)c2ccccc2c2ccccc2c1=O	3%	8%	-26%	3%	11%	0%	6%[9.22 µM]	17	-8%

Given with values under each structure: entries from further up
Results follow in this order: KB-V1 MDR tox | MCF10A rereplic | ATXN2 expr inh | KB-3-1 cytotox | HT1080 IDH1KD tx | WRN inhibitor | SW480 rereplic | IL-1B inflam inh | HT1080NT lethal
> Cc1cccc(N/C(N)=N/c2nc3c(c(=O)[nH]2)CCCC3)c1
  u | 11% | 1% | -13% | 3% | 9% | -2% | -3 | 7%
> O=C(CSc1nnc(NC(=O)Cc2ccccc2)s1)NCc1ccco1
  20% | 2% | 11% | 3% | 0% | -7%[57.1 µM] | -9%[1.84 µM] | 21 | 0%
> Cc1ccc(-n2cc(-c3ccccc3)[nH]c2=O)cc1F
  -16% | 1% | 29% | 11% | 1%[9.24 µM] | -5% | -9% | 18 | 0%
> Nc1c(S(=O)(=O)c2cccs2)c2nc3ccccc3nc2n1CC1CCCO1 (configuration not stated)
  9% | -2% | -6% | 2% | -8% | -12% | 6% | -29 | 2%[9.24 µM]
> Cc1ccc(C)c(-n2nnnc2SCC(=O)Nc2cccc(-c3nnc4n3CCCCC4)c2)c1
  -1% | 10% | x | -17% | -4% | 2% | -1% | -4 | -1%
> Cc1onc(-c2ccccc2)c1C(=O)Nc1sc2c(c1C#N)CCC2
  4.6µM* | u | u | u | u | 50µM* | u | 33 | 13µM*
> NC(Cc1ccc(C(F)(F)F)cc1)c1csc(Nc2ccc(S(N)(=O)=O)cc2)n1 (configuration not stated)
  -2% | x | u | 0% | u | -8% | x | u | 21µM*
> Cn1c(N)c(C(=O)COC(=O)Cc2cccs2)c(=O)n(C)c1=O
  -1% | -2% | 13% | 0% | 26% | -3% | 2% | 41 | 7%
> COc1ccc(NC(=O)/C=N/O)cc1
  1% | -7% | -5% | -3% | 7% | 7% | -8% | 20 | -13%

Additional results:
SMILES	KB-V1 MDR tox	MCF10A rereplic	ATXN2 expr inh	KB-3-1 cytotox	HT1080 IDH1KD tx	WRN inhibitor	SW480 rereplic	IL-1B inflam inh	HT1080NT lethal
CCC(=O)Nc1cccc(C2=NOC3(C2)C[C@@H](C(N)=O)N(C(=O)C(c2ccccc2)c2ccccc2)C3)c1 (some centres not stated)	23%	-9%	2%	23%	-2%	4%	-2%	-1	-1%
CC(OC(=O)CSc1ccc([N+](=O)[O-])cc1)C(=O)NCc1ccccc1 (configuration not stated)	6%	u	-23%	-5%	u	50µM*	-76%[inhibitor]	-22	u
C[C@@H]1CCCCO[C@@H](CN(C)S(=O)(=O)c2cccs2)[C@@H](C)CN([C@H](C)CO)C(=O)c2cc(NS(=O)(=O)c3ccccc3)ccc2O1	-20%	x	-8%	8%	-14%	-4%	x	u	-23%
N#Cc1ccccc1OCC(=O)NC(=O)NC1CCS(=O)(=O)C1 (configuration not stated)	7%	4%	6%	3%	0%	-23%	-1%	4	0%
Cc1ccc(NC(=O)CCn2c(=O)[nH]c3ccsc3c2=O)cc1C	-18%	-1%	-13%	14%	0%	-5%	-2%	-13	6%
CC(C)(C)S(=O)(=O)c1cnc(-c2ccc(Cl)cc2)nc1N	-9%	-2%	x	-12%	1%	-2%	-10%	15	-2%
C[C@H](CO)N1C[C@H](C)[C@@H](CN(C)C(=O)c2ccccc2)OCc2cn(nn2)CCCC1=O	16%	x	6%	23%	14%	-1%	x	35	9%
Cc1[nH]c2ccccc2c1CC(=O)O	0%	12%	5%	-1%	5%	1%	-2%	22	1%
CC(=O)Nc1ccccc1OCC(=O)NC1CCCCC1C (configuration not stated)	11%	15%	-12%	u	7%	3%	-13%	u	8%
COc1ccc(OC)c(-n2c(Cn3c(-c4ccccn4)nc4ccccc43)n[nH]c2=S)c1	34%	0%	x	0%	5%	-12%	-3%	12	2%
COC(=O)c1ccc(C(=O)OC)c(NS(C)(=O)=O)c1	-1%	u	-1%	8%	-1%	-2%	-2%	25	8%
O=C(/C=C/c1cccnc1)c1ccc(O)cc1	u	u	35%	u	u	1%	21µM*	-98*	u
Cc1cc(C)c(S(=O)(=O)c2ccc(Cl)cc2)c(=O)[nH]1	0%	-5%	8%	-1%	0%	5%	-1%	6	-7%
O=C(CSc1nnc(Cc2cccs2)n1CCc1ccccc1)N1CCCc2ccccc21	0%	u	-11%	0%	-7%	-5%	3%	-20	10%[9.24 µM]
CCS(=O)(=O)N1CCN(Cc2ccc([N+](=O)[O-])cc2)CC1	-19%	-2%	-7%	0%	-1%	u	x	3	12%
CCOC(=O)c1c(C)[nH]c(/C(C)=N/O)c1C	u	u	0%	-20%	-15%	1%	9%	-5	-6%
Nc1cccc(C(=O)Nc2ccc3nc(-c4cccnc4)[nH]c3c2)c1	0%	-43%&-5%[inhibitor]	-3%	-23%	3%	-32%[57.1 µM]	-1%&-10%	-15	6%
O=C(C[C@@H]1CC[C@H](NC(=O)Cc2ccccn2)[C@@H](CO)O1)NCCc1ccccc1	-3%	x	x	7%	9%	1%	x	-2	17%
COCCn1c(=O)[nH]c2cc(C(=O)NC(C)C)ccc2c1=O	16%	-2%	-7%	0%	-7%	-8%	-1%	20	-4%
O=C1c2ccccc2NC2CCCCCN12 (configuration not stated)	14%	6%	5%	14%	9%	0%	2%[9.22 µM]	0	8%
O=C(O)C(CCc1ccccc1)N1C(=O)c2ccccc2C1=O (configuration not stated)	0%	0%	4%	0%	11%	-5%	3%	17	12%
Cc1cc(C)n(CC(O)Cn2ccc3ccccc32)n1 (configuration not stated)	4%	-3%	1%	1%	3%	3%	-15%	5	-2%
N#Cc1cccc(NC(=O)CSc2ccccc2)c1	u	14%	23%	-4%	6%	-16%	-6%	-19	-17%
CCCC(C(=O)NC1CCCC1)N(Cc1ccc(OC)cc1)C(=O)c1snc(C(N)=O)c1N (configuration not stated)	9%	14%	-8%	6%	-2%	-5%	-10%	-9	4%
COc1cc(C(=O)NCCNc2nc3c(C)c(C)ccc3cc2C#N)cc(OC)c1OC	15%	21µM*	-28%	28%	4%	1%	u	-24	-1%
CC1CCCN(C(=O)C2CCN(CC(C)c3ccccc3)CC2)C1 (configuration not stated)	17%	7%	-3%	7%	1%	18%	-1%	15	2%
COC(=O)c1cccc(NC(=O)CSc2nnc(C)n2Cc2ccccc2)c1	4%	2%	156%[activator]	18%	0%	-7%	-1%	0	10%
COc1cccc(Nc2nc(CC(C)=O)ns2)c1	15%	3%	26%	-6%	-7%	-5%	-35%[inhibitor]	19	0%
CCN(CC)CCCN1C(=O)C(=O)/C(=C(/O)c2ccc(OC)cc2)C1c1ccco1 (configuration not stated)	17%	21%	19%	9%	18%	1%	-20%	-11	u
CCOC(=O)c1ccc(NC(=O)c2ccc(CN3CCc4ccccc4C3)cc2)cc1	u	11%	-28%	u	u	6%	0%	-19	u
CC(C)n1cc(/C=N/NC(=O)COc2cccc3cccnc23)c2ccccc21	u	u	-42%	0%	u	u	0%	-78*	u
COc1ccc(C)cc1S(=O)(=O)Nc1ccc2c(c1)OCCO2	-10%	-6%	7%	-6%	-6%	-5%	-1%	6	-9%
C=CCn1c(SCc2nc3sc(C(=O)O)c(C)c3c(=O)[nH]2)nnc1-c1ccc(C(C)(C)C)cc1	15%	5%	1%	-6%	1%	u	-8%	-16	9%
COCCCNC(NC(=O)c1ccc(Br)cc1)C(Cl)(Cl)Cl (configuration not stated)	-18%	-7%	-11%	-6%	-4%	0%	-1%	0	-3%
O=C(c1ccccc1)c1ccccc1N1C(=O)C=CC1=O	-28%	5.2µM*	u	7%	u	13µM*	u	-98*	16µM*
COc1ccc(Cc2nnc(N/N=C/c3ccc(C)o3)[nH]c2=O)cc1	-5%	13%	-15%	-3%	-26%	-10%	-6%	3	-26%
